Bioassay records deposited in PubChem BioAssay by several laboratories.
CYP2C19 inh = inhibitors of human CYP2C19. AID 778. hit rate 21% among 96,000. inhibition, % at 5 µM. CYP2C19 Supersomes, luciferin-H EGE luminescence, 30 min;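 active = CYP2C19 inhibition above a set limit at 5 µM in the primary screen, cut at about 50% in these data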;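 also: plate controls were negative control wells for no effect and 2.5 mM tranylcypromine positive control for full effect; values of inactives mirror those of a sister screen read the other way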
Target sequence (P33261 whole entry, looked up): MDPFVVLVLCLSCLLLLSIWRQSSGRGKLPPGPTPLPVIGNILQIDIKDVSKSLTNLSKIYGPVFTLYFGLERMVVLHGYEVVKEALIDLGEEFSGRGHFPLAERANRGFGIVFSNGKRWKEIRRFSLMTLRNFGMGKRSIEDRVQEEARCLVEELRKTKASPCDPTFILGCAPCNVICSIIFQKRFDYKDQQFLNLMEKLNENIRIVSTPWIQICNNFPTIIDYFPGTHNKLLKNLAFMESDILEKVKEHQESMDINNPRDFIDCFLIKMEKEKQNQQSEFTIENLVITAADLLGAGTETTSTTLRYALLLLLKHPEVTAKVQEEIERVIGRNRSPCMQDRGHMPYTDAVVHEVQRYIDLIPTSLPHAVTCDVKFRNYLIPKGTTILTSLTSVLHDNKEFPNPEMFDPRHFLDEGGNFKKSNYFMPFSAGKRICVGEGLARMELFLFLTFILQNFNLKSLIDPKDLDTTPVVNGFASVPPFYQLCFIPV
PostGolgi ctrl = growth of the yeast control strain, post-Golgi counter-screen. efflux-deficient yeast background strain, growth absorbance A615, 16 h. inhibition, % at 10 µM. hit rate 5% among 98,000. AID 738
hDAT+cocaine = changed human dopamine transporter uptake under cocaine IC80. B-score at 10 µM. hit rate 1.3% among 110,000. LLC-PK1 hDAT cells, [14C]-dopamine uptake with cocaine IC80; actives deviate in either direction. Q01959;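 active = Z score or B-score, a plate-position-corrected score, falls beyond the plate's 99.7% confidence bounds, in either direction; inactive = both scores lie inside the 99.7% bounds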;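 also: scored against the spread of the other compound wells on the same plate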
sEH act = activators of human soluble epoxide hydrolase; purified human sEH enzymatic activity, activator screen; activation, % at 2 µM; hit rate 0.04% among 91,000; in the data active = activation above about 37%; also: values of inactives mirror those of a sister screen read the other way
Target sequence (P34913 whole entry, looked up): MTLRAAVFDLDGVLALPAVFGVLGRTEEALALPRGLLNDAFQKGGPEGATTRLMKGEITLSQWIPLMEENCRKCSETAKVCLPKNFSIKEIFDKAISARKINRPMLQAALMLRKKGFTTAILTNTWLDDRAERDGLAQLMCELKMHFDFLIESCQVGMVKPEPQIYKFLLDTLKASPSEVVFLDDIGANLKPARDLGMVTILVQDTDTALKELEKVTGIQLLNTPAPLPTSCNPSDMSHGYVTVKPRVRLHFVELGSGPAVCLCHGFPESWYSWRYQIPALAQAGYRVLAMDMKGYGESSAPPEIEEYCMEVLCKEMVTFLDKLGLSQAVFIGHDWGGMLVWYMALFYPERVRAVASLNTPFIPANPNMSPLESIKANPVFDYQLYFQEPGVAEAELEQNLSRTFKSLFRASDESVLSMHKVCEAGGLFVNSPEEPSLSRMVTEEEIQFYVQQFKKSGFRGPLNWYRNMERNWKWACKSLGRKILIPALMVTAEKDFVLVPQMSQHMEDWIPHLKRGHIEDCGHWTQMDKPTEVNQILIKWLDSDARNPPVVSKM
PostGolgi yeast = growth inhibition of a yeast mutant, post-Golgi transport screen; post-Golgi transport phenotypic cell assay; inhibition, % at 10 µM; hit rate 0.9% among 98,000; AID 739;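 also: yeast cells grown in 1536-well plates; yeast grown about 18 h at 30C before absorbance read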
S1P2 antag = antagonists of human S1P2 receptor; hit rate 0.21% among 97,000; inhibition, % at 5 µM; cell-based S1P2 antagonist assay, inhibition at 5 uM; in the data active = inhibition above about 45%;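 also: CRE beta-lactamase reporter cells expressing human S1P2 stimulated with S1P; 0% = agonist at EC80 alone and 100% = agonist plus reference antagonist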
S1P2 ag = S1P2 (human) receptor agonism | S1P2-expressing cell line, agonist reporter read-out | O95136 | hit rate 0.46% among 97,000 | activation, % at 4.5 µM; in the data active = activation above about 16%;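 also: 0% = vehicle low control and 100% = maximal reference agonist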
sEH inh = soluble epoxide hydrolase (human) inhibition; P34913; recombinant human sEH enzymatic activity assay; inhibition, % at 2 µM; hit rate 0.34% among 91,000; in the data active = inhibition above about 80%; also: values of inactives mirror those of a sister screen read the other way; many of its hits are not listed in these tables
CYP2C19 act = increases human CYP2C19 enzyme activity; P33261; activation factor at 5 µM; recombinant CYP2C19, luciferin-H EGE luminescence; stronger effect = higher value; 0 = fully inhibited enzyme, 1 = untreated enzyme; 96,000 tested, under 10 active;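 active = activation factor of at least 2 at 5 µM in the primary screen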;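 also: 0 = wells with 2.5 mM tranylcypromine and 1 = vehicle-only wells; values of inactives mirror those of a sister screen read the other way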
Numbers without * were called inactive; / = no result given. Rule as the data show it, unless noted: active = inhibition above about 30%; inactive = the rest.

SMILES | CYP2C19 inh | PostGolgi ctrl | hDAT+cocaine | sEH act | PostGolgi yeast | S1P2 antag | S1P2 ag | sEH inh | CYP2C19 act
CCOC(=O)c1ccc(NC(=O)CCn2nnc3ccccc32)cc1 | / | / | -0.47 | -13 | / | 13 | -3 | 18 | /
O=C(NC(=S)Nc1ccc(N2CCCCC2)cc1)c1cccs1 | -4 | 15 | -0.14 | 6 | -3 | 14 | -3 | -7 | 1
COc1ccccc1N1CCN(CC(=O)c2c(C)[nH]c3ccccc23)CC1 | 87* | -2 | 1.5 | / | -7 | 10 | -4 | / | 0.1
COC(=O)CN(c1cc(C(F)(F)F)ccc1Cl)S(C)(=O)=O | 56* | 5 | 0.17 | -5 | 0 | 18 | -4 | 4 | 0.4
CC(=O)N1CCC(N(CCCOC(C)C)C(=O)Nc2ccc(C)c(C)c2)CC1 | -12 | 20 | 2.8 | -8 | 5 | 19 | -5 | 7 | 1.1
COc1ccc(-c2ccc(C#N)c(OC(=O)c3c(Cl)cccc3Cl)n2)cc1 | -10 | 10 | 0.1 | -5 | 6 | -3 | -1 | 7 | 1.1
O=C(CCCOc1ccccc1)N1CCc2ccccc2C1 | 83* | 12 | 0.98 | 0 | -4 | 12 | -1 | -3 | 0.2
CCc1ccc(NC(=O)C2C3C=CC(C4CC34)C2C(=O)O)cc1 (centres undefined) | / | / | 0.031 | 3 | / | -4 | -3 | -2 | /
Cc1cccc(OCC(=O)N/N=C\C=C\c2ccc3c(c2)OCO3)c1C | -4 | 10 | / | -1 | 1 | -18 | 0 | 3 | 1
COc1ccc2c(-c3ccccc3)cc3nnnn3c2c1 | 42 | 16 | -1 | -11 | 25 | -25 | 0 | 12 | 0.6
Cc1ccc(C)c(NC(=S)NNC(=O)c2csc3c2CCC(C)C3)c1 (centres undefined) | 86* | -3 | 1.5 | -40 | 1 | -5 | -3 | 41 | 0.1
Cc1cc(NC(=O)COC(=O)c2cccc(OCc3ccccc3)c2)no1 | 26 | 6 | -0.48 | 1 | 7 | 8 | -7 | -2 | 0.7
Cc1ccc2c(c1)cc1c(=O)[nH]ncn12 | -12 | 7 | / | 6 | -1 | -18 | -5 | -6 | 1.1
O=C(CC(=O)N/N=C\c1c(Cl)cccc1Cl)NCc1ccccc1 | 86* | 5 | -0.016 | -13 | -2 | 9 | -6 | 15 | 0.1
N#Cc1c(NC(=O)CSc2nnc(-c3ccccc3O)n2-c2ccccc2)sc2c1CCCC2 | 74* | 40* | -0.27 | -2 | 24 | -5 | -2 | 5 | 0.3
c1ccc2c(c1)OCC(c1csc3ncnc(N4CCCC4)c13)O2 (centres undefined) | 99* | 20 | 1.3 | 3 | 20 | -26 | 1 | -2 | 0
Cc1nn(Cc2ccc(Cl)cc2)c(=O)n1N(C)c1ncc(C(F)(F)F)cc1Cl | 73* | 28 | 1.3 | 2 | -4 | 3 | -4 | -3 | 0.3
Cc1c(-n2c(=S)[nH]c3ccccc3c2=O)c(=O)n(-c2ccccc2)n1C | 10 | 8 | -0.64 | 2 | 5 | -24 | -3 | -2 | 0.9
CCCn1nnnc1SCC(=O)N1CCN(C(=O)c2ccco2)CC1 | 0 | 1 | -0.64 | 21 | -4 | -6 | -5 | -16 | 1
O=C(NCc1nnc(SCC(=O)N2CCC(Cc3ccccc3)CC2)o1)c1ccccc1F | 47 | 25 | 0.0094 | -10 | -2 | 23 | -4 | 10 | 0.5
C=CCn1c(SC2CCOC2=O)nc2scc(C3CC3)c2c1=O (centres undefined) | 83* | 6 | -1.2 | / | 14 | -2 | -5 | / | 0.2
CC1CCCCN1C(=O)c1cnn2c(C(F)(F)F)cc(-c3ccco3)nc12 (centres undefined) | 44 | -2 | -0.26 | 5 | 19 | 21 | -6 | -5 | 0.6
COc1ccc(/C=C/C(=O)c2ccc3c(c2)OCCO3)cc1[N+](=O)[O-] | -10 | 8 | -1.7 | 24 | 5 | 4 | -4 | -21 | 1.1
Cc1ccn(C(CC(=O)c2ccc(Br)cc2)C(=O)O)n1 (centres undefined) | -26 | 13 | -0.092 | 12 | -7 | -23 | -2 | -10 | 1.3
COC(=O)Cn1c(=O)c2c(nc(Br)n2CC(=O)OC)n(C)c1=O | 0 | 2 | -0.13 | -5 | -3 | -1 | -6 | 7 | 1
O=C(c1cccc2cccc(O)c12)N1CCCCC1 | 42 | -4 | 0.52 | 2 | 7 | -3 | -4 | -3 | 0.6
O=C(Nc1ccccc1)C1CCCN(S(=O)(=O)c2ccc(-n3cnnn3)cc2)C1 (centres undefined) | 4 | 4 | -0.43 | -14 | 0 | 27 | -2 | 13 | 1
c1ccc(-c2nc(NCc3ccco3)c3ccccc3n2)cc1 | / | / | 0.78 | 1 | / | -21 | 0 | 2 | /
Cc1cc(C)n(CCn2nc(C)cc2C)n1 | 40 | 37* | 0.016 | -6 | -2 | 16 | -4 | 6 | 0.6
CCCCCOC(=O)C1=C(C)NC(=O)NC1c1ccccc1OCC (centres undefined) | 43 | 15 | 0.046 | / | -1 | 18 | -2 | / | 0.6
CCCCN(C(=O)NC(=O)Nc1nc2ccc(OC)cc2s1)S(C)(=O)=O | 3 | -11 | -0.26 | -2 | -5 | 10 | -2 | 2 | 1
O=C(c1ccccn1)N1CCN(c2ccc(C(F)(F)F)cn2)CC1 | / | / | -0.95 | 0 | / | -1 | -2 | 0 | /
COc1ccc2c(c1)c(C(O)CN1CCC3(CC1)OCCO3)c(C)n2C (centres undefined) | 26 | 7 | -0.88 | -16 | -2 | 9 | -5 | 16 | 0.7
c1coc(CNc2nc3ccccc3n2CCN2CCOCC2)c1 | 37 | 5 | 0.024 | 8 | 8 | -2 | -4 | -9 | 0.6
O=C(Cn1ncn2c(cc3ccccc32)c1=O)NCCC1=CCCCC1 | 99* | 15 | -0.12 | -9 | 14 | 25 | -2 | 10 | 0
CC(C)OCCCn1c(-c2ccco2)nc2nc3ccccc3nc21 | 21 | 5 | / | -3 | 14 | -6 | 5 | 3 | 0.8
CC(=O)N=c1cccc(NC(C)=O)n1O | -13 | 9 | 0.5 | 13 | 9 | 9 | -6 | -12 | 1.1
CCC(=O)Nc1nc(C)c(-c2csc(Nc3ccc(S(=O)(=O)Nc4cc(C)on4)cc3)n2)s1 | -2 | 21 | 0.85 | 0 | -9 | 8 | -1 | 0 | 1
CC(C)C(=O)Nc1ccc2c(c1)nc(CCN1CCN(C)CC1)n2C | -7 | 8 | 1.2 | 6 | 7 | 13 | -1 | -6 | 1.1
Cc1cc(S(=O)(=O)NC2CCCCC2)ccc1OCC(=O)NCc1cccnc1 | 21 | 9 | -0.084 | -5 | 2 | -4 | -3 | 8 | 0.8
COc1cc(Cl)ccc1S(=O)(=O)n1nc(C)cc1C | 75* | 12 | -0.36 | / | 1 | 5 | -10 | / | 0.3
Cc1ccc2oc(=O)c3cnn(CC(=O)N4CCN(c5ccccc5)CC4)c3c2c1 | 5 | 9 | 0.24 | 17 | -1 | 7 | -3 | -20 | 0.9
CCOc1ccc(C(C)=O)cc1CC(C(N)=O)C(N)=O | 3 | 2 | / | -6 | 3 | 2 | -2 | 9 | 1
CCCCC(=O)Nc1ccc(C(=O)N2CCN(C)CC2)cc1 | 3 | 10 | 0.0096 | -3 | 5 | 0 | -2 | 1 | 1
OC1(c2cccc(C(F)(F)F)c2)CCN(Cc2nnnn2CCc2ccccc2)CC1 | / | / | 2 | -6 | / | 15 | -4 | 8 | /
CCOc1ccc(S(=O)(=O)N2CCN(C(=O)c3cccn3C)CC2)cc1 | 64* | 30 | / | 0 | -8 | 1 | -3 | 2 | 0.4
CCOC(=O)N1CCN(c2c(N3CCOCC3)c(=O)c2=O)CC1 | -1 | 13 | -0.63 | / | -1 | -11 | -6 | / | 1
COc1ccc(Cl)cc1NC(=O)CSc1nnc(CN2CCOCC2)n1-c1ccc(Cl)cc1 | 2 | 1 | 2.3 | 0 | -4 | -13 | 1 | -2 | 1
O=C(Nc1ccc(Br)cc1F)c1sccc1-n1cccc1 | -14 | 4 | 0.46 | -1 | 13 | -39 | -5 | 3 | 1.1
CC(=O)C1=C(C)OC(N)=C(C#N)C1c1cc2cc(C)c(C)cc2nc1Cl (centres undefined) | 87* | 7 | 0.53 | 9 | -2 | 14 | -5 | -6 | 0.1
CC(C)CCNC(=O)CSc1nc2ccsc2c(=O)n1NC(=O)c1ccccc1 | 0 | 15 | 0.56 | 3 | -1 | 1 | -6 | 0 | 1
c1ccc(C2CC(c3ccccc3)n3ncnc3N2)cc1 (centres undefined) | 93* | 7 | 1.7 | / | 15 | 4 | -4 | / | 0.1
O=C1CC(C(=O)Nc2ccccc2)C2(CCCC2)O1 (centres undefined) | 46 | 2 | 1.4 | -2 | 17 | -6 | -8 | 5 | 0.5
CC1CCCN(c2nc3c(c(=O)[nH]c(=O)n3C)n2CCCc2ccccc2)C1 (centres undefined) | 21 | 35* | 0.54 | / | 3 | / | / | / | 0.8
Cc1ccc(-n2nc3cc(Cl)c(NC(=O)c4ccco4)cc3n2)cc1 | 10 | 4 | -0.9 | 12 | 11 | -28 | -1 | -11 | 0.9
CC(C)C(NC(=O)c1ccccc1)c1nnc(SCC(=O)Nc2nccs2)n1C (centres undefined) | 2 | -5 | -0.71 | 8 | -4 | 7 | -5 | -10 | 1
NC(=O)CSc1nnc(-c2ccc(S(=O)(=O)N3CCCC3)cc2)n1CC1CCCO1 (centres undefined) | -7 | -5 | -0.64 | 0 | 6 | 26 | -4 | -2 | 1.1
C=CCn1c(C)cc(C(=O)COc2ncnc3sccc23)c1C | -10 | -2 | 0.7 | 12 | -6 | 23 | -2 | -16 | 1.1
O=C(CCn1c(=O)oc2ccccc21)N1CCOCC1 | -10 | 9 | 0.0011 | -4 | 0 | -18 | -5 | 4 | 1.1
COC(=O)c1c(C(=O)OC)c2cccc3cc(-c4ccccc4)c4ccc1c4n32 | 8 | 5 | -0.34 | -9 | -2 | 5 | 1 | 10 | 0.9

Quoted at random: 2 records from the list, in no set order.
SMILES | CYP2C19 inh | PostGolgi ctrl | hDAT+cocaine | sEH act | PostGolgi yeast | S1P2 antag | S1P2 ag | sEH inh | CYP2C19 act
O=C(Nc1ccc(Br)cc1F)c1sccc1-n1cccc1 | -14 | 4 | 0.46 | -1 | 13 | -39 | -5 | 3 | 1.1
Cc1ccc(-n2nc3cc(Cl)c(NC(=O)c4ccco4)cc3n2)cc1 | 10 | 4 | -0.9 | 12 | 11 | -28 | -1 | -11 | 0.9

(list continues)
SMILES | CYP2C19 inh | PostGolgi ctrl | hDAT+cocaine | sEH act | PostGolgi yeast | S1P2 antag | S1P2 ag | sEH inh | CYP2C19 act
O=C(CCS(=O)(=O)c1cccs1)Nc1ccc(C(=O)NCc2cccs2)cc1 | 7 | 8 | 0.66 | 1 | 2 | 19 | 1 | -1 | 0.9
CCN(CC)S(=O)(=O)c1ccc(C(=O)NCC(c2cccs2)N2CCOCC2)cc1 (centres undefined) | -5 | 6 | 0.017 | 5 | 2 | -9 | -3 | -5 | 1
CCCN(CCC)C(=S)NC(=O)c1ccc(Cl)cc1Cl | 47 | 29 | -0.1 | 16 | 2 | 18 | 0 | -15 | 0.5
Cc1ccc(OC(=O)c2ccc(Br)o2)cc1 | -9 | 9 | -0.22 | 9 | 1 | 20 | -5 | -10 | 1.1
COc1ccc(-c2c(C#N)c(SCc3c(C)noc3C)nc3c2C(=O)CC(C)(C)C3)cc1 | 5 | 24 | / | 6 | 21 | 3 | -7 | -3 | 1

Three structures already listed, ordered by molecular weight, falling:
SMILES | CYP2C19 inh | PostGolgi ctrl | hDAT+cocaine | sEH act | PostGolgi yeast | S1P2 antag | S1P2 ag | sEH inh | CYP2C19 act
CCN(CC)S(=O)(=O)c1ccc(C(=O)NCC(c2cccs2)N2CCOCC2)cc1 (centres undefined) | -5 | 6 | 0.017 | 5 | 2 | -9 | -3 | -5 | 1
O=C(CCS(=O)(=O)c1cccs1)Nc1ccc(C(=O)NCc2cccs2)cc1 | 7 | 8 | 0.66 | 1 | 2 | 19 | 1 | -1 | 0.9
CCCN(CCC)C(=S)NC(=O)c1ccc(Cl)cc1Cl | 47 | 29 | -0.1 | 16 | 2 | 18 | 0 | -15 | 0.5
